Screening data as filed in PubChem.
Fh CTSL1 inh – Fasciola hepatica cathepsin L1 inhibitors, primary screen, counter-screen for PFM18AAP inhibitor project, biochemical, QFRET, fluorogenic peptide substrate; inhibition, % at 5.96 µM; recombinant F. hepatica cathepsin L1, Z-Leu-Arg-MCA fluorescence; 300,000 tested, 0.49% active;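 active means inhibition above the mean of all tested compounds plus 3 SD, set per screening campaign, cut at about 17% in these data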;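 further: 0% = plate median of test compound wells and 100% = 1 µM Z-Phe-Ala-diazomethylketone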
ZTA DNA inh – ZTA (EBV) inhibition in EBNA-1 counter-screen | P03206 | ZTA-DNA binding, fluorescence polarization | inhibition, % at 11 µM | 320,000 tested, 0.15% active; in the data active means inhibition above about 33%
Target sequence (P03206 whole entry, looked up): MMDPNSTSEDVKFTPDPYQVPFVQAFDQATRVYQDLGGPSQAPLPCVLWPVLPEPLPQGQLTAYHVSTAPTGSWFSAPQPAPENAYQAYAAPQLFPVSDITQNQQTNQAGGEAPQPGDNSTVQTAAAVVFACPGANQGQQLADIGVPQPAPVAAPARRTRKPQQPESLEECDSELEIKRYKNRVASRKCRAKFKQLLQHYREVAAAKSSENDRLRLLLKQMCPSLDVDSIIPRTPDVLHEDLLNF
PP5 primary – PP5 phosphatase inhibitors, primary screen, biochemical, fluorescence. 320,000 tested, 0.18% active. AID 1987, 2009. Serine/threonine-protein phosphatase 5 (Homo sapiens), P53041. inhibition, % at 6.7 µM. purified PP5c, OMFP substrate fluorescence;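 active means inhibition above the campaign's mean inhibition across all tested compounds plus 3 SD, cut at about 9.5% in these data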;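 further: 0% = DMSO only and 100% = 100 µM cantharidin control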
EBNA-1 inhibitor – EBNA-1 DNA-binding inhibitors, primary screen, biochemical, fluorescence polarization; inhibition, % at 14.8 µM; 300,000 tested, 0.34% active; in the data active means inhibition above about 28%
JMJD2C inh – inhibitors of GASC-1 histone demethylase, primary screen, biochemical, fluorescence, DELFIA europium; Lysine-specific demethylase 4C (Homo sapiens), Q9H3R0; GST-JMJD2C(1-420) H3K9me3 demethylation; inhibition, % at 2.35 µM; 330,000 tested, 0.069% active;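 active means more than half of a compound's replicate wells show inhibition beyond 50%, single wells judged on their own value; inconclusive means some, but no more than half, of replicates pass 50% inhibition; inactive means no replicate passes 50% inhibition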;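 further: signal counts dimethyl H3K9 product captured on neutravidin plate; 0% = median of DMSO wells and 100% = 0.3 times that DMSO median; strong numbers were not always called active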
Target sequence (Q9H3R0 1-420 limits assumed): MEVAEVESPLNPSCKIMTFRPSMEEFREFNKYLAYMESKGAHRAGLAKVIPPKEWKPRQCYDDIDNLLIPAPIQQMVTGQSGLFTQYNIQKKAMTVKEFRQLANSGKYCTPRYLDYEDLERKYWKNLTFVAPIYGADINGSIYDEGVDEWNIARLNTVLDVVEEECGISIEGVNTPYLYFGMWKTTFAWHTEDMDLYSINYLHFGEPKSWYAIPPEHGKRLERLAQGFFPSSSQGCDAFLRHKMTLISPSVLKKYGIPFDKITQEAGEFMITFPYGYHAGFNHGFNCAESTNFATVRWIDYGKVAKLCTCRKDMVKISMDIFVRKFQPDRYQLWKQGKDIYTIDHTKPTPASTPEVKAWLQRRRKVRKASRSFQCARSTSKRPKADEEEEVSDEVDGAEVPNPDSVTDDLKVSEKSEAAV
PP1 inh – PP1-alpha phosphatase inhibitors, primary screen, counter-screen for PP5 inhibitor project, biochemical, fluorescence, OMFP substrate, single point; Serine/threonine-protein phosphatase PP1-alpha catalytic subunit (Homo sapiens), P62136; purified PP1alpha; inhibition, % at 6.7 µM; 320,000 tested, 0.9% active; AID 2235, 2010;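 active means inhibition above the mean inhibition of all tested compounds plus 3 SD, computed separately for each screening campaign, cut at about 15% in these data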
Target sequence (P62136 whole entry, looked up): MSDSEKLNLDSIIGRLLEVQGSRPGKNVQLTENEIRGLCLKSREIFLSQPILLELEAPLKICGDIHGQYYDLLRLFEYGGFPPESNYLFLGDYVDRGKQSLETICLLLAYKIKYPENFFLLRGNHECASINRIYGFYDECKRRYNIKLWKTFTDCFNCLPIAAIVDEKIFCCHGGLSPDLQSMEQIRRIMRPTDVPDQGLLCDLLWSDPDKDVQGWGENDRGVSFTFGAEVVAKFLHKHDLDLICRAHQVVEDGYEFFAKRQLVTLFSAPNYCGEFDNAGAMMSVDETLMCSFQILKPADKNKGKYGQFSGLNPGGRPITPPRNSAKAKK
HCV core dimer – inhibitors of HCV core protein dimerization, primary screen, biochemical, TR-FRET, high-throughput; TR-FRET GST/Flag-core106 dimerization, 1536-well; inhibition, % at 5 µM; 300,000 tested, 0.33% active; AID 1899, 2009;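 active means inhibition above the mean of all tested compounds plus 3 SD, set per screening campaign, cut at about 45% in these data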
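test system = GST/Flag-tagged HCV core106 proteins | probe or stimulus = Eu donor and XL665 acceptor anti-tag antibodies | times = compound-protein-antibody incubation 4 h at 22.5 °C | signal = TR-FRET, excitation 340 nm, emission 617 and 671 nm | measure = percent inhibition of core106 dimerization signal | controls = wells lacking GST-core106 and wells with excess unlabelled core106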
CR mimetic SO – reduction of superoxide in aged yeast, primary screen, HTS | 330,000 tested, 0.18% active | S. cerevisiae aged cells, superoxide DHE fluorescence; hits give low values | AID 2690, 2010 | superoxide response (% of plate mean), % at 10 µM;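 active means superoxide response under a set limit, about three screen SD below normal, cut at about 65% in these data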;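 further: yeast aged for seven days with compound at 30 °C before DHE staining; 100% = average MFI of all compound-treated wells on the plate with controls excluded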
TPT1 inhibitor – Candida albicans TPT1 enzyme inhibitors, primary screen, biochemical, fluorescence polarization; inhibition, % at 5 µM; recombinant caTPT1, FP RNA substrate dephosphorylation; tRNA 2'-phosphotransferase TPT1 (Candida albicans SC5314); 300,000 tested, 0.81% active;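 active means inhibition above the mean of all tested compounds plus 3 SD, set per screening campaign, cut at about 24% in these data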;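 further: plate controls were DMSO alone for no effect and ferristatin control at 100 nM for full effect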
Active calls of the source: *; ? = inconclusive; · = no result given.

No.	smiles	Fh CTSL1 inh	ZTA DNA inh	PP5 primary	EBNA-1 inhibitor	JMJD2C inh	PP1 inh	HCV core dimer	CR mimetic SO	TPT1 inhibitor
1	COc1cc(NC(=S)NCc2ccco2)cc(OC)c1	-1	7	-0.8	-2	7	-2	-2	93	4
2	c1ccc(CSc2nnc3ccc(-c4ccncc4)nn23)nc1	-4	13	-2.7	-4	-6	-5	-1	104	-1
3	CCC(C)Oc1nc(C)cc(C)c1S(=O)(=O)c1ccccc1C (configuration not stated)	-5	-8	5.2	-12	1	2	5	99	-8
4	NS(=O)(=O)c1ccc(CCNC(=O)c2cccc(S(=O)(=O)N3CCCC3)c2)cc1	·	0	-2.1	·	·	-2	·	91	·
5	Cc1c(NC(=O)CN2C(=O)C3C4C=CC(C4)C3C2=O)c(=O)n(-c2ccccc2)n1C (configuration not stated)	0	1	0.3	-2	-1	2	2	110	-3
6	Cc1sc2nc(CC(=O)NN)[nH]c(=O)c2c1C	-1	12	-1.7	-4	3	5	-1	94	1
7	COc1ccc(/C=N/NC(=O)c2ccc3c(c2)OCO3)cc1	3	-14	-0.2	10	-12	2	0	103	0
8	O=C(CN1CCN(C(=O)c2ccco2)CC1)Nc1ccc(Cl)c(S(=O)(=O)N2CCOCC2)c1	2	11	2.3	-1	?	-1	1	104	2
9	CC1(C)CC(=O)C(C=Nc2ccc3c(c2)OCO3)=C(O)C1	0	-11	-1.1	-8	4	-3	3	118	3
10	CC(=O)Nc1ccc(S(=O)(=O)N2CCN=C2SCc2cccc(C)c2)cc1	-2	1	5.4	6	-3	2	-1	98	0
11	O=[N+]([O-])c1ncccc1OCc1ccc(Br)cc1F	-2	1	1.2	-10	-21	4	-11	90	1
12	O=C(CCCc1ccccc1)NCc1cn2ccsc2n1	0	13	-0.8	-2	-3	-1	1	117	0
13	Nc1nc(Nc2ccc(Cl)cc2)nc(NCc2ccco2)c1[N+](=O)[O-]	-2	23	3.1	-6	-1	4	3	117	-1
14	Cc1ccc(S(=O)(=O)CC(=O)N(CCCN2CCOCC2)c2nc3c(F)cccc3s2)cc1	-2	-5	0.8	3	0	-5	0	91	1
15	COCCn1c(C23CC4CC(CC(C4)C2)C3)n[nH]c1=S	-1	3	1.8	-5	-3	0	-1	101	-1
16	COc1cc(C(=O)NNC(=O)c2n[nH]c3ccccc23)cc(OC)c1OC	·	-7	-0.4	·	3	-1	·	97	·
17	CCCn1c(=S)[nH]c2cc(C(=O)N3CCN(C4CCCCC4)CC3)ccc2c1=O	2	-13	3.2	6	1	-6	-2	84	-3
18	CC1(C)CC(=O)C2=C(C1)c1c(ccc3ccccc13)NC2c1ccc(C(=O)O)cc1 (configuration not stated)	1	13	2.2	-1	-7	1	7	121	1
19	CCOC(=O)CSc1nc(-c2ccccc2)nc2ccccc12	2	9	4.0	6	-2	0	7	99	-4
20	CC(C)(CO)Nc1nc(Cl)nc(NC2CCCCC2)n1	1	-3	0.0	-10	16	-3	-2	88	0
21	CCOC(=O)c1cc(-c2ccccc2)sc1NC(=O)CSc1nncs1	3	1	1.4	8	-8	3	10	101	1
22	CC1=C(C#N)C(Nc2ccc(Cl)cn2)(C(F)(F)F)C(=O)N1 (configuration not stated)	0	-12	-1.7	9	-1	-1	-3	85	-1
23	CC(OC(=O)CSc1ccc([N+](=O)[O-])cc1)C(=O)NC1CC1 (configuration not stated)	·	2	2.7	·	-5	2	·	90	·
24	CCCCCCCCCCCCN1[C@@H](CC(=O)OC)c2cc(C(F)(F)F)ccc2S1(=O)=O	8	2	-1.1	8	27	-1	-6	89	-3
25	Cc1cc(C)n(C(=O)c2ccc(C)c(S(=O)(=O)N3CCCCC3)c2)n1	-5	-22	2.5	-4	2	-2	2	103	3
26	CCCN(CCC)CCNS(=O)(=O)c1ccc2c(c1)CCN2C(=O)C1CCC1	1	-6	1.0	-2	-5	-5	-1	99	1
27	O=C(Nc1ccc(Oc2cccnc2)cc1)C1CCN(Cc2ccc(F)cc2)CC1	2	-3	2.8	-10	-4	-4	-3	86	6
28	COC(=O)CS(=O)(=O)c1cc([N+](=O)[O-])ccc1NC(=O)OC	-1	-2	-1.0	2	-8	-3	-2	104	-5
29	Cc1cccc(OCc2nn[nH]n2)c1C	-2	9	-2.3	5	-5	-5	8	100	1
30	O=C1c2cccc3cccc(c23)C(=O)N1c1ccccn1	4	9	0.9	0	-2	-5	5	96	4
31	O=c1[nH]c(C2CCCN(S(=O)(=O)c3ccccc3Cl)C2)nc2c1nnn2Cc1ccc2c(c1)OCCO2 (configuration not stated)	0	-8	2.0	-5	-3	16*	14	107	1
32	CSc1ncccc1C(=O)OCc1ccccc1F	-4	-13	3.7	-5	8	2	0	95	-1
33	CC1(C)CC(NC(=O)COc2ccc3c4c(c(=O)oc3c2)CCCC4)CC(C)(C)N1	2	-8	-0.7	3	6	-1	4	95	0
34	C=CCc1cccc2cc(C(=O)Nc3ccc(NC(C)=O)cc3)c(=O)oc12	5	7	1.0	5	-3	9	-2	98	-2
35	O=C(c1ccccn1)N(c1ccccc1)C1(C(=O)NC2CCCCC2)CCCCC1	-1	10	-0.4	-1	-4	-1	2	94	0
36	COc1cccc(NC(=O)CN(C)C(=O)c2c(C)nn(Cc3ccc(C)cc3)c2Cl)c1	-7	-11	1.0	-8	-1	-8	2	98	-4
37	OC(COc1ccccc1)Cn1c2ccccc2c2ccccc21 (configuration not stated)	5	-1	4.2	6	1	-2	-4	100	-3
38	CCc1cccc(NC(=O)Nc2ccc3c(c2)OCO3)c1	0	-10	5.1	-7	3	-4	10	117	-2
39	CN(C)c1ccc(NS(=O)(=O)c2cc(Cl)ccc2Cl)cc1	0	-3	-0.9	12	0	-1	-2	106	1
40	O=c1c2[nH]c3ccc(F)cc3c2ncn1CC1CCCO1 (configuration not stated)	-1	-12	-1.8	-5	4	-3	-1	97	-2
41	COc1ccccc1Nc1nc(N)nc(CN2CCN(Cc3ccc4c(c3)OCO4)CC2)n1	-2	-7	1.0	-4	7	0	1	97	1
42	Cc1ccc(NC(=O)Cc2c(C(=O)O)n(C)c3ccccc23)cc1F	-3	-1	3.8	-16	3	2	2	111	1
43	COCCNC(=O)CSc1ncnc2sc(-c3ccccc3)cc12	-1	-2	0.6	6	-14	3	2	94	-2
44	C=CCn1c(SCc2nc3sc(C(=O)O)c(C)c3c(=O)[nH]2)nnc1-c1ccccc1	1	-12	2.8	-2	-2	-1	-7	84	4
45	O=C1NC2(CCCc3ccccc32)C(=O)N1Cc1nnc(-c2ccccc2Br)o1 (configuration not stated)	-7	-3	-0.1	5	3	2	30	114	4
46	CCCOc1ccc(-c2cn3ccccc3n2)cc1[N+](=O)[O-]	3	12	3.0	6	0	0	6	92	1
47	O=C(NC1CCCC1)c1ccccc1-c1nc2ccccc2[nH]1	0	-1	2.6	7	-3	0	0	104	-2
48	CCOc1ccccc1-c1n[nH]c(=S)o1	-4	7	0.9	3	-4	-1	3	123	2
49	COc1ccccc1CNC(=O)c1cn(C)c(=O)c2cc(OC)c(OC)cc12	-2	-15	1.9	-2	2	1	-3	102	-4
50	O=C(c1cnn(-c2ccccc2)c1)c1cc(F)ccc1O	1	-10	0.8	8	-19	-1	5	104	0

(continued)
No.	smiles	Fh CTSL1 inh	ZTA DNA inh	PP5 primary	EBNA-1 inhibitor	JMJD2C inh	PP1 inh	HCV core dimer	CR mimetic SO	TPT1 inhibitor
51	CC(=O)C(Cc1ccccc1)NC(=O)CN1CCN(Cc2ccccc2)CC1 (configuration not stated)	1	4	-1.2	-10	10	-3	0	94	3
52	CNC(=S)N/N=C/c1c2ccccc2c(Cl)c2ccccc12	-4	-8	3.2	-5	1	2	-8	135	25*
53	COc1ccccc1CNC(=O)COC(=O)C1CCN(S(=O)(=O)c2ccc(C)c(C)c2)CC1	5	-5	4.5	-15	?	-4	3	98	5
54	CCOc1ccc(C(NC(=O)/C=C/c2ccco2)c2ccc(OC)c(OC)c2)cc1 (configuration not stated)	2	-3	1.4	4	7	-1	16	95	2
55	Cc1ccc(CNC(=O)NC2CCCCC2)cc1	-2	-4	1.4	-1	23	-2	-5	96	3
56	O=c1c2ccccc2ncn1-c1ccccc1C(F)(F)F	-3	-2	1.0	0	-12	1	10	102	-3
57	CC(=O)NCC(=O)OCC(=O)Nc1ccc(C(C)=O)cc1	-13	4	0.8	-1	19	0	-3	104	-2
58	CCN1CCN(C2=C(NS(=O)(=O)c3ccc(NC(C)=O)cc3)C(=O)c3ccccc3C2=O)CC1	15	-15	-0.5	9	-2	-2	-34	164	-5
59	CC(c1ccccc1)n1c(SCC(=O)N2CC(=O)Nc3ccccc32)nc2ccccc2c1=O (configuration not stated)	3	-3	2.5	-1	-5	5	17	93	2
60	COC(=O)C(C)Sc1nc2c(c(=O)n1-c1ccccc1)SCC2 (configuration not stated)	-1	-19	5.4	-10	1	-7	1	102	-1
61	Cc1ccc(OCC(=O)NCCCNC(=O)c2cccnc2)cc1	-3	-2	1.9	0	0	-4	6	103	2
62	N#Cc1ccccc1CSc1ccccn1	-1	8	6.5	-7	-13	-4	3	104	1
63	CCN(CC)CCNC(=O)c1ccc(NC(=O)c2cc(-c3ccncc3)nc3ccccc23)cc1	·	7	-0.5	·	-2	-8	·	112	·
64	O=C1CCCCCN1Cc1ccccc1	-4	-33	2.1	-3	1	1	-5	97	-7
65	COc1ccc(/C=C\C(=O)NCc2ccc3c(c2)cc(C)n3C)cc1OC	1	8	2.6	-8	-31	-2	-1	112	-1
66	O=C(c1ccc(S(=O)(=O)N2CCOCC2)cc1)N(c1ccccn1)C1CCCCC1	5	-13	-1.4	2	-2	-2	-1	77	-1
67	COc1ccc2oc(C(=O)OCC(=O)Nc3cc(S(=O)(=O)N4CCOCC4)ccc3OC)c(C)c2c1	2	-7	-0.9	-10	-2	-8	15	119	1
68	COc1cc(Nc2c3ccccc3nc3ccccc23)cc(OC)c1OC	0	21	2.0	9	-30	4	-7	96	-2
69	O=c1c2ccccc2nnn1CSc1ccccc1F	-4	-1	-0.7	2	5	0	-4	99	-3
70	CC1CCN(c2ccc3nnc(CCC(=O)NCc4ccco4)n3n2)CC1	-2	-4	0.3	7	-50	2	-1	102	0
71	COc1ccc(-c2nc(C)ncc2-c2ccccc2)c(O)c1	6	-10	-2.0	-12	-2	-2	-3	99	-1
72	COC(=O)c1c(NC(=O)COC(=O)[C@@H](NS(=O)(=O)c2ccc(C)cc2)C(C)C)sc2c1CCC2	-5	-1	1.6	11	-2	13	6	109	0
73	Cc1c(C(=O)O)cccc1[N+](=O)[O-]	·	-14	4.4	·	5	-7	·	125	·
74	Cn1c(N)c(S(=O)(=O)N2CCN(c3cccc(Cl)c3)CC2)c(=O)n(C)c1=O	1	-5	-1.2	-2	15	-4	0	105	0

Another view of part of the listing above:
Fields – Fh CTSL1 inh	ZTA DNA inh	PP5 primary	EBNA-1 inhibitor	JMJD2C inh	PP1 inh	HCV core dimer	CR mimetic SO	TPT1 inhibitor
[61] Cc1ccc(OCC(=O)NCCCNC(=O)c2cccnc2)cc1
→ -3	-2	1.9	0	0	-4	6	103	2
[62] N#Cc1ccccc1CSc1ccccn1
→ -1	8	6.5	-7	-13	-4	3	104	1

Outcome played no part in choosing rows. About 3.1% of those tested had a hit in this group.
